Assay outcomes from PubChem BioAssay.
RmlCD inh 1536: M. tuberculosis RmlC/RmlD coupled enzyme inhibitors, primary screen, biochemical, compound mixtures, 384-well, from 1536-well plates; inhibition, % at 3.6 µM; AID 1533, 2009; RmlC+RmlD coupled enzyme assay, percent inhibition; primary screen in compound mixtures; 160,000 tested, 0.03% active; dTDP-4-dehydrorhamnose reductase (Mycobacterium tuberculosis (strain ATCC 25618 / H37Rv)) …; in the data active = inhibition mostly above about 34%, no sharp cut-off; also: some results filed as inactive read as strong as hits
Target sequence (P9WH09 whole entry, looked up): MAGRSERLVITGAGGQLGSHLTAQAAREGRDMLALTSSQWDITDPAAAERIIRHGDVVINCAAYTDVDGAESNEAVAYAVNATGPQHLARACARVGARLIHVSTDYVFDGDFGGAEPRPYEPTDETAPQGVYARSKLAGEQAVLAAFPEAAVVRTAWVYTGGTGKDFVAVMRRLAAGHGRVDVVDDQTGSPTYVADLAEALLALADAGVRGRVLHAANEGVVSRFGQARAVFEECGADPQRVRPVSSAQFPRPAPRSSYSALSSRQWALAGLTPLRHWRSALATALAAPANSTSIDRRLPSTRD
Target sequence (P9WH11 whole entry, looked up): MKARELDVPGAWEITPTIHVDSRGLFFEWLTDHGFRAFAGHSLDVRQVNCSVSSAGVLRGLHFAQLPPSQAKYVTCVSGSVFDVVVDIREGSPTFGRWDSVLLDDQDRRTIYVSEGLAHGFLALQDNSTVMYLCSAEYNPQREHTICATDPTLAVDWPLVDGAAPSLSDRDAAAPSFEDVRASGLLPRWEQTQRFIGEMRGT
GlmU inhibition: inhibition of mycobacterial GlmU enzyme – biochemical, glucosamine-1-phosphate acetyltransferase (AID 1376) | Bifunctional protein GlmU (Mycobacterium tuberculosis (strain ATCC 25618 / H37Rv)) | 220,000 tested, 0.25% active | M. tuberculosis GlmU acetyltransferase enzyme assay; higher % means a stronger effect | inhibition, %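 (tested at 30 µM in the primary screen)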; hits with a dose series show IC50 in µM; in the data active = inhibition above about 13%;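 also: 0% = complete reaction with vehicle and 100% = reaction without substrate; strong numbers were not always called active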
An asterisk follows results filed as active; nt = not tested or not shown. These rows are one share of the data; the hit share may differ from the screen's.

SMILES	RmlCD inh 1536	GlmU inhibition
Cc1ccccc1C(=O)NNC(=O)CSc1nnc(C)n1-c1ccccc1	-14	1.1%
Cc1ccc(N2C(=O)SC(N(CC(=O)O)c3cccc(C)c3)C2=O)cc1 (stereo unspecified)	-1	2.3%
Cn1c(=O)c2[nH]c(N/N=C(/C#N)C(N)=O)nc2n(C)c1=O	2	-0.8%
O=C(OCC(=O)N1CCc2ccccc21)c1cccc(S(=O)(=O)N2CCCc3ccccc32)c1	2	3.1%
O=C(COC(=O)c1cc[n+]([O-])cc1)Nc1ccc2c(c1)OCCO2	nt	2.2%
COc1ccc(OCc2nc(-c3ccc(F)c(F)c3)cs2)cc1	13	2.2%
CCOc1ccc(N=Cc2c(O)n(-c3cccc(C)n3)c(=O)c3ccccc23)cc1	nt	-2.6%
CCOC(=O)C1(CC2CCCCO2)CCN(S(=O)(=O)c2ccc(C)s2)CC1 (stereo unspecified)	nt	-0.1%
C=C1CCN(C(C(=O)OC)C(C)C)S(=O)(=O)c2ccc(F)cc21 (stereo unspecified)	nt	-2.1%
Cc1c(-c2ccc(Cl)cc2)[n+](=O)c2c(n1[O-])CCCC2	64	0.0%
CCOC(=O)CN(c1ccccn1)S(=O)(=O)c1ccccc1	4	-0.5%
CCOC(=O)c1cnc2nc(C)nn2c1N	-7	8.0%
COc1ccccc1N1CCN(/N=C/c2c(C)nn(-c3ccccc3)c2C)CC1	-13	0.4%
O=C(CCn1cnc2ccccc2c1=O)Nc1ccc(S(=O)(=O)N2CCCCC2)cc1	4	2.1%
CCOC(=O)C(CCCOc1ccccc1C)C(=O)OCC	nt	3.7%
Cc1nc2ccccc2cc1C(=O)O	8	-1.5%
CCSc1nnc(-c2cc(Br)ccc2NC(C)=O)c(=O)[nH]1	33	-4.7%
CCC(=O)N1CCC2(CC1)Oc1ccc(Cl)cc1C(=O)C21CC(c2ccc(Cl)cc2)=NO1 (stereo unspecified)	nt	-5.7%
Cc1cccc(OCc2nc(-c3ccccn3)n[nH]2)c1	10	6.7%
O=C(Cc1cccs1)Nc1nnc(SCC(=O)NC2CCCCC2)s1	68	-0.3%
COc1cc(/C=C/C(=O)OCC(=O)NCCC2=CCCCC2)ccc1O	1	2.3%
Cc1cc(C)nc(NC(=O)c2ccc(Cl)cc2Cl)n1	-5	8.0%
COc1cc(/C=C2\C(=O)NC(=O)N(c3ccccc3)C2=O)cc(OC)c1O	-7	-7.9%
COc1ccc(Cn2c(O)c(C=NCCCn3ccnc3)c(=O)[nH]c2=O)cc1	13	3.4%
Cc1nc(C)c(-c2csc(NCc3ccco3)n2)s1	nt	-3.0%
COc1ccc(-c2nn(-c3ccccc3)cc2C(=O)NCCCn2ccnc2)cc1	8	4.8%
O=C(COc1ccc2ccccc2c1)N1c2ccccc2Sc2ccccc21	7	-4.8%
CC(C)(NO)/C(=N/O)c1cccs1	-3	3.4%
CCOC(=O)c1c(C)c(C(=O)NC2CCCCCC2)c(C)n1C	4	0.9%
CC(=C/c1ccccc1)/C=N/NC(=O)c1cc(C)oc1C	-10	0.5%
CCN(CC)S(=O)(=O)c1cc(NC(=O)Cn2cnc3ccccc3c2=O)ccc1C	-1	-0.2%
CCCC(=O)NC(NC(=S)Nc1ccc(S(N)(=O)=O)cc1)C(Cl)(Cl)Cl (stereo unspecified)	27	-1.8%
CCOC(=O)N1CCN(C(=O)c2ccc(OC)c(S(=O)(=O)N3CCOCC3)c2)CC1	-7	3.2%
CCN(CC)CCOC(=O)C1c2ccccc2Oc2ccccc21	14	-8.2%
COc1ccc(CC(=O)Nc2ccc(OC)c(NC(=O)c3ccco3)c2)cc1	nt	6.5%
CCOC(=O)c1nn(-c2ccccc2C)c(=O)c2c(N)scc12	10	7.3%
N#Cc1nc(COc2ccccc2Cl)oc1N1CCCCCC1	11	1.0%
O=C(CN1CCN(Cc2ccccc2)CC1)N/N=C/c1ccc(Br)s1	12	-3.5%
CC1=NN(c2ccccc2)C(=O)/C1=C\c1cc(C)n(-c2cccnc2)c1C	9	-0.7%
CCOC(=O)CCP(=O)(O)C(O)(c1ccccc1)c1ccccc1	1	2.0%
COC(=O)c1cn(NC(=O)C2CCCCC2)c(=O)c2ccccc12	-4	-0.9%
O=C(CSCC(=O)Nc1ccccc1)N/N=C/c1c(O)ccc2ccccc12	4	nt
O=C(CCCc1c[nH]c2ccccc12)N1CCN(c2ccc(N3CCOCC3)nn2)CC1	7	1.1%
CCOC(=O)c1c(=O)n(O)c2ccc(C)cc2[n+]1[O-]	9	2.3%
S=C(N/N=C/c1cccs1)NC1CC2CCC1C2 (stereo unspecified)	-10	-0.8%
Cc1noc(NS(=O)(=O)c2ccc(NC(=O)CCN3C(=O)c4ccccc4C3=O)cc2)c1C	-12	8.0%
O=C(O)COc1ccc2nsnc2c1Cl	4	nt
Cc1csc(NC(=O)CCC(=O)N(CC(=O)NC2CCCC2)Cc2ccco2)n1	9	-5.2%
Clc1ccc(C2=NN=C3COc4ccccc4N3C2)cc1	nt	4.1%
CC(=O)Nc1cccc(NC(=O)c2oc3ccccc3c2C)c1	14	nt
CCNC(=O)NC(=O)C(C)OC(=O)C1CCN(S(=O)(=O)c2ccc(C)c(C)c2)CC1 (stereo unspecified)	-2	-1.0%
COc1cc(NC(=O)C(C)C)ccc1NC(=O)c1ccco1	nt	1.6%
CCN1CCN(Cc2ccc(NC(=O)Nc3ccccc3Cl)cc2)CC1	nt	0.6%
COc1ccc(NC(=O)NC2CCCCC2C)cc1 (stereo unspecified)	-12	2.2%
O=C(CCc1nc2ccccc2c(=O)[nH]1)OCCOc1ccc(Cl)cc1	5	1.2%
O=C(COC(=O)c1ccccc1)Nc1cccc(S(=O)(=O)N2CCOCC2)c1	2	2.6%
Cc1[nH]c(=S)sc1Cc1ccc(Cl)c(Cl)c1	-8	3.4%
O=C(O)C1CCCCC1C(=O)Nc1ccc(Cl)cc1 (stereo unspecified)	7	4.9%
COc1ccc(-n2c(/C=C3\C(=O)N(C)c4ccccc43)nc3ccccc3c2=O)cc1	nt	-3.6%
CC(=O)c1ccc(OCC(O)CN2CCN(c3ccccn3)CC2)cc1 (stereo unspecified)	9	-1.8%

Following part.
SMILES	RmlCD inh 1536	GlmU inhibition
O=c1ccc2cc(S(=O)(=O)Nc3ccc(F)cc3)ccc2o1	12	0.1%
COc1ccc(NC(=O)CSc2nnc(CNC(=O)COc3ccc(Cl)cc3)o2)c(OC)c1	nt	3.6%
CC(C)CCn1c(C(C)O)nc2ccccc21 (stereo unspecified)	nt	-4.4%
c1ccc2c(-c3nc(-c4ccncc4)no3)cccc2c1	nt	2.8%
CCC(=O)Nc1ccc(N/C(N)=N/c2nc(C)cc(C)n2)cc1	11	1.5%
COC(=O)c1ccc(CSc2nc3ccccc3c(=O)n2-c2cccc(OC)c2)o1	12	1.1%
CC1CSc2n(-c3cccc(C(F)(F)F)c3)cc(-c3ccccc3)[n+]21 (stereo unspecified)	6	5.0%
Cc1nc(N)sc1-c1csc(NCc2ccccc2)n1	11	5.4%
CCN(CC)C(=O)c1c([N+](=O)[O-])c(C(C)(C)C)nn1C	-10	5.3%
COCCNC(=S)N/N=C/c1ccc(OCc2ccc(C(=O)OC)cc2)cc1	3	4.4%
COc1cc(OC)cc(C(=O)NNC(=O)c2ccccn2)c1	19	1.1%
CCOc1ccc(C2c3c(oc4ccccc4c3=O)C(=O)N2CCCN2CCOCC2)cc1 (stereo unspecified)	14	1.3%
COC(=O)c1sccc1N/N=C/c1cccc(Oc2ccccc2)c1	-3	-4.0%
CC1(C)Cc2cccc(OCC(=O)N3CCN(S(=O)(=O)c4ccccc4)CC3)c2O1	44	-1.4%
N#CC1=C(N)NC(SCC(=O)c2ccc(Cl)cc2)=C(C#N)C12CCCC2	nt	-4.8%
CN(N)c1ccc2c(C(F)(F)F)cc(C(F)(F)F)nc2n1	-8	1.5%
CCCNc1nc(C)cc(-c2cc(-c3ccc(Cl)cc3)on2)n1	nt	2.5%
Cc1ccc(S(=O)(=O)CCSc2n[nH]c(=O)n2-c2ccccc2)cc1	-14	-4.2%
Cc1c(NC(=O)/C=C/C(=O)O)cccc1[N+](=O)[O-]	-7	-2.0%
O=C(O)Cc1ccc(NC(=S)Nc2cccc(Cl)c2Cl)cc1	-7	-2.8%
CCOC(=O)COc1nc(C)c(Br)c(OC)n1	3	8.0%
COc1nc(-c2ccccc2Cl)ccc1C#N	-5	-1.4%
CCN(CC)CCC(c1cc(OC)c(OC)c(OC)c1)c1c(OC)cc(OC)c2c(-c3ccccc3)cc(=O)oc12 (stereo unspecified)	nt	0.8%
CCOC(=O)N1CCC(NC(=O)C2CCCCN2S(=O)(=O)c2ccc(F)cc2)CC1 (stereo unspecified)	5	-0.2%
C/C(=N\NC(=O)c1c(Br)c(C)nn1C)c1ccc(NC(=O)c2ccoc2C)cc1	0	1.1%
NNc1ccc(Cl)nn1	-2	-4.6%
Cc1ccccc1NS(=O)(=O)c1ccc(Cl)cc1	5	-3.2%
CC(=O)NCCNC(=O)CCNC(=O)c1ccc(Cl)cc1	3	2.1%
COc1ccccc1C1CC(=O)NC(C)=C1C(=O)OCC1CCCO1 (stereo unspecified)	nt	-3.7%
O=C(CC1Nc2ccccc2NC1=O)Nc1ccccc1NC(=O)CC1Nc2ccccc2NC1=O (stereo unspecified)	1	-5.3%
CCOC(=O)c1ccc([N+](=O)[O-])cc1NC(C)=O	1	7.2%
COc1cc2c(cc1OC)C(c1ccsc1)CC(=O)N2 (stereo unspecified)	16	8.4%
COc1ccccc1/C=N/NC(=O)c1ccc(=O)n(C)c1	-9	-2.8%
COc1ccc(/C=C/C(=O)NCCC(=O)N2CCCN(C)CC2)cc1	6	6.8%
CCCCN1CC(COc2ccccc2)OC1=O (stereo unspecified)	8	2.4%
O=C(c1ccco1)N1CCN(C(c2coc3ccc(Cl)cc3c2=O)c2nnnn2C2CCCC2)CC1 (stereo unspecified)	nt	1.5%
O=C(O)CCC(=O)Nc1nc2nc(-c3ccccc3)cc(-c3ccccc3)n2n1	22	nt
COc1ccc(NC(=S)Nc2cc(C)cc(C)n2)cc1OC	38	-3.8%
COC(=O)CN(C(=S)Nc1ccc(F)cc1)C1CC(=O)N(c2ccccc2)C1=O (stereo unspecified)	nt	2.1%
CSc1nc(Cl)c(Cc2ccc(OCC(C)C)cc2)c(N2CCOCC2)n1	nt	3.2%
CCCCN1C(=O)NC(=O)C2(Cc3cc(C)ccc3N(C)C2)C1=O (stereo unspecified)	-12	0.5%
COc1ccc(-c2n[nH]c(C)c2-c2cnn(-c3ccccc3)c2)c(O)c1	nt	1.9%
COc1cccc(C(=O)N2C(C(=O)O)CSC2c2ccccc2Cl)c1 (stereo unspecified)	nt	2.9%
CCOC(=O)C1CCN(Cc2nc3ccc([N+](=O)[O-])cc3c(=O)n2-c2ccc(OC)cc2OC)CC1	-10	1.7%
COc1ccc(CCNC(=O)CSc2cc(=O)[nH]c(N)n2)cc1OC	43	-1.6%
Cc1nnc(SCC(=O)NNC(=O)COc2ccc(Cl)cc2)s1	-14	-1.6%
Cc1ccccc1OP(N)(=O)Oc1ccccc1C	7	7.9%
OCCN1C2CCC1CC(O)(c1ccc(F)cc1)C2 (stereo unspecified)	-8	0.2%
S=C(Nc1ccccc1)Nc1ccccc1Br	nt	-10%
Cn1c(S(=O)(=O)O)nc2ccccc21	3	3.1%
